Screening results as filed in PubChem.
TEAD-YAP inh: TEAD-YAP interaction inhibition. HEK-TIYL cells, TEAD-Gal4/YAP UAS-luciferase luminescence. inhibition, % at 9.12 µM. actives 1.4% (n = 640,000). AID 1259422; in the data active = inhibition above about 32%;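 also: 0% = median of test compound wells and 100% = reference inhibitor wells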
GPR151 activ: activates the human receptor GPR151; actives 1% (n = 650,000); Q8TDV0; AID 1508602; activation, % at 11.2 µM; PathHunter beta-arrestin GPR151 cells, luminescence; in the data active = activation above about 4.9%;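 also: 0% = median of compound wells and 100% = cells with positive control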
Target sequence (Q8TDV0 whole entry, looked up): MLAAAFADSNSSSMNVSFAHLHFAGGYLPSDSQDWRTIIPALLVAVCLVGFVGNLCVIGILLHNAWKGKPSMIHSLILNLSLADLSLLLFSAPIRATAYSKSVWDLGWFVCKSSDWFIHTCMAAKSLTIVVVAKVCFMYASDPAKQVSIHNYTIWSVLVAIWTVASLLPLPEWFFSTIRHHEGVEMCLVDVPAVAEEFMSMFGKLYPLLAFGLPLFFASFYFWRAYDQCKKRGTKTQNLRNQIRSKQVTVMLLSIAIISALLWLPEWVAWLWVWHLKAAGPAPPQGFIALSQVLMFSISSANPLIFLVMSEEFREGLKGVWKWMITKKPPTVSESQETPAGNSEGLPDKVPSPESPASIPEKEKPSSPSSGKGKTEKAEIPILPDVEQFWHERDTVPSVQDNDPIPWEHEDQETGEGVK
FBW7 activator: human FBW7 E3 ligase activation, primary screen; Q969H0; AlphaScreen FBW7–phospho-cyclin E peptide binding, activator screen; normalized activity (activation), % at 26.1 µM; actives 0.13% (n = 650,000); AID 1259310; in the data active = normalized activity above about 1.9%;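 also: purified mutant Fbw7 with reduced substrate affinity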
MITF inh: blocks human microphthalmia-associated transcription factor | O75030 | AlphaScreen MITF homodimerization, bead proximity signal | inhibition, % at 2.6 µM | actives 0.91% (n = 650,000) | AID 1259374; in the data active = inhibition above about 50%;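 also: 0% = vehicle wells with protein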
Target sequence (O75030 whole entry, looked up): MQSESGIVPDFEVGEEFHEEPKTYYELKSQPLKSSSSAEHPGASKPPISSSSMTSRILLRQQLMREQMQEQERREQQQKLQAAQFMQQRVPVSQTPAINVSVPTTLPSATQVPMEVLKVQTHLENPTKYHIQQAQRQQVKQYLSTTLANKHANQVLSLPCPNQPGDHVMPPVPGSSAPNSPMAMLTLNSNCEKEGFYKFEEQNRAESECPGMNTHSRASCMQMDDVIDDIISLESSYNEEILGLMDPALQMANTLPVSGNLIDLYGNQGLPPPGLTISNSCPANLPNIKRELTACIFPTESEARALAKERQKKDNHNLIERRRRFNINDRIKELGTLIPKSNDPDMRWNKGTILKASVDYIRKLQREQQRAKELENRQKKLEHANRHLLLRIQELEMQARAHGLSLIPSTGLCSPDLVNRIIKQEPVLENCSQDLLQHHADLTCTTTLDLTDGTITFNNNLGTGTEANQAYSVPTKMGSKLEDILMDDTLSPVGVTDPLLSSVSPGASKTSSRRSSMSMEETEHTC
An asterisk follows results filed as active; . = no result given; & = joins results of further samples. Only part of the results is shown; rates above refer to the full screens.

Below each compound – TEAD-YAP inh, GPR151 activ, FBW7 activator, MITF inh
CCc1ccc(C(=O)CCN(C)C)cc1
    -2, 0.3, 0.1, 2
Cc1ccccc1-n1c(-c2ccoc2)nc2ccccc2c1=O
    3, -1.6, 0.8, 6
CCCCn1c(C)c(C(=O)OCC)c2cc(OC(=O)c3ccccc3F)c3ccccc3c21
    -3, 1.1, 0.0, 2
COC(=O)/C(C#N)=C\C(=CC(C#N)C(=O)OC)/C=C(/C#N)C(=O)OC (configuration not stated)
    -5, -0.9, 0.0, 13
Cc1cccc(-n2c(/C=C/c3ccc([N+](=O)[O-])cc3)nc3ccccc3c2=O)c1
    6, 1.3, -0.1, -4
O=C(COc1ccc(Cl)cc1)N1CCN(C2CCCC2)CC1
    -3, 1.5, -0.3, 29
O=C(O)c1cc(I)c([N+](=O)[O-])cc1[N+](=O)[O-]
    11, -1.1, -0.1, 15
Cc1cccc(NC2=NC(C)CS2)c1 (configuration not stated)
    -28, -1.4, 0.0, 8
NC1CS(=O)(=O)C(Br)(Br)C1O (configuration not stated)
    1, 0.4, -0.1, -5
COc1ccc(/C=C/c2nc3ccccc3c(=O)n2-c2ccc(C)cc2C)cc1
    1, 2.4, -0.1, -11
CCOc1ccc(N2C(=O)NC(=O)/C(=C/c3cn(C(C)=O)c4ccccc34)C2=O)cc1
    2, 1.0, 0.2, 19
CC1CN(C)CCC1(O)c1ccccc1 (configuration not stated)
    2, -0.3, 0.4, 17
CCCN1CCc2nc3cc4c(cc3c(C)c2C1)OCO4
    -9, -0.1, 0.0, -6
CC(=O)C1=C(C)NC(=O)C12C(C#N)=C(N)Oc1ccc(Br)cc12 (configuration not stated)
    -12, -0.8, 0.0, -1
CN1CC=C(/C=C/c2c[nH]c3ccccc23)CC1
    5, 0.7, -0.2, -6
CN([N+](=O)[O-])S(=O)(=O)c1cccc(Br)c1
    8, -1.3, 0.2, 11
CC1(C)SC2C(N)C(=O)N2C1C(=O)O (configuration not stated)
    11, -0.8, -0.1, 12
CCN1CCN(c2cn[nH]c(=O)c2Cl)CC1
    -7, 0.0, -0.2, -5
O=[N+]([O-])c1c(NCCO)ccc2nonc12
    -2, 1.5, -0.2, 3
CCOC(=O)c1c(C)n(Cc2ccco2)c2ccc(O)cc12
    0, 0.1, -0.1, -4
Cc1ccc(CN(CC(=O)NC2CCCCC2)C(=O)c2cnn(C(C)C)c2)cc1
    -9, 0.4, 0.0, -7
Cc1ccccc1NC1=NC(C)(C)CS1
    1, 1.2, 0.6, 12
CCC1(C)CC(CCNCc2ccccc2)(c2ccc(OC)cc2)CCO1 (configuration not stated)
    2, 4.0, -0.2, 7
NCC(N)C(=O)c1ccccc1 (configuration not stated)
    2, 1.5, -0.2, 3
O=[N+]([O-])N=C1NCN(C2CCN(Cc3ccccc3)CC2)CN1
    -10, 5.5*, 0.0, -3
CCCOc1ccc(C(=O)OCCN2CCCC2)c(O)c1
    -3, -0.5, 0.1, -19
O=C(NCc1ccccc1)c1cccn(Cc2ccccc2)c1=O
    -3, -0.2, 0.8, 13
CCOC(=O)C1C2NC(=S)NC1(C)Oc1cc(OC)ccc12 (configuration not stated)
    1, 0.3, 0.0, 14
CCOC(=O)c1ccc(C(C)N(CC)CC)o1 (configuration not stated)
    3, 0.8, 0.0, 3
COc1ccc(OC)c(N=Cc2c(O)[nH]c(=O)[nH]c2=O)c1
    -27, -0.1, -0.2, -15

Fetched one by one from the entries so far, 2 records:
Below each compound – TEAD-YAP inh, GPR151 activ, FBW7 activator, MITF inh
O=C(O)c1cc(I)c([N+](=O)[O-])cc1[N+](=O)[O-]
    11, -1.1, -0.1, 15
CC1(C)SC2C(N)C(=O)N2C1C(=O)O (configuration not stated)
    11, -0.8, -0.1, 12

Additional records follow:
Below each compound – TEAD-YAP inh, GPR151 activ, FBW7 activator, MITF inh
CCC(CC)N1CCN(Cc2cc(OC)c(OC)c(OC)c2)CC1
    0, 0.9, -0.2, 57*
COc1ccc2c(c1)C13CCCCC1C(C2)N(C)CC3 (configuration not stated)
    -1, -1.7, 0.2, 28
CCOC(=O)C1=C(C)N(C)C2(C)CC1c1ccccc1O2 (configuration not stated)
    -7, 0.9, -0.1, 4
C[C@@H]1OC=C2[C@@H](O)[C@H]3O[C@H]3C(=O)[C@]23[C@H]1[C@H]1C2=C([C@@H](O)[C@H]4O[C@H]4C2=O)[C@@H]3O[C@@H]1C
    ., 2.4, 0.0, 2
CCOC(=O)c1c(N(C(C)=O)C(C)=O)n(CCCOC)c2nc3ccccc3nc12
    4, -1.6, 0.4, 23
NC(=O)OCCCc1ccccc1
    -10, 1.6, 0.0, -4
CCC(CC)NCCc1ccc(OC)c(OC)c1
    4, 2.2, 0.1, 46
N#Cc1c(/N=C/c2ccc(O)cc2O)sc2c1C1CCN2CC1
    3, -0.7, 0.3, 1
CCOP(=S)(OCC)Oc1cc(C)nc(C(C)C)n1
    -4, 0.7, 0.1, 5
CN1CCN(C(=O)Cc2ccc(NC3=NC4CS(=O)(=O)CC4S3)cc2)CC1 (configuration not stated)
    -23, -0.3, 2.6*, 21
Cc1ccccc1CN1CCN(Cc2ccc3c(c2)OCO3)CC1
    12, 0.0, -0.1, 58*
O=C(c1ccco1)N(Cc1ccco1)C1CCN(CCCc2ccccc2)CC1
    0, 0.1, -0.1, -16
CCn1c(C(=O)O)c(CC(=O)N2CCN(C)CC2)c2ccccc21
    7, -1.5, 0.1, 13
COC(=O)C1C2c3ccccc3O[C@]1(C)N=c1s/c(=C/c3ccc(C(C)C)cc3)c(=O)n12 (some centres not stated)
    -4, -0.7, -0.1, -4
O=C1NC(=O)C(=Cc2cn(-c3ccccc3)nc2-c2cc3ccccc3oc2=O)C(=O)N1
    12, -1.6, -0.7, -8
COc1ccc(-c2c(C)c3ccc(OC(=O)N(C)C)cc3oc2=O)cc1
    -26, 0.4, 0.0, 13
O=C(C1CCC(=O)N1C1CCCCC1)N1CCC2(CC1)OCCO2 (configuration not stated)
    -1, -2.3, 0.0, -3
CN1CCN(Cc2ccccc2Br)CC1
    0, 5.1*, 0.3, 50
O=c1cccc2n1CC1CC2CN(Cc2ccc([N+](=O)[O-])cc2)C1 (configuration not stated)
    1, 2.5, -0.1, 9
CCC(C)C(=O)O[C@H]1[C@H](O)C2C(CN3CC(C)CCC3[C@@]2(C)O)C2C[C@]34O[C@]5(O)C(OC(=O)C(C)(O)CC)CC[C@@]3(C)C5C(OC(C)=O)[C@@H](OC(C)=O)C4[C@@]21O (some centres not stated)
    2&-2, -0.6&0.0, 0.0&0.0, -5&13
Cc1occc1C(=O)NN1Cc2ccccc2C1=N
    -9, 1.8, -0.1, 8
Fc1ccccc1CN1CCN(Cc2ccccc2F)CC1
    -4, -0.7, -0.1, 76*
CCCCCCCCCCCCCCCCSP(=O)(O)OCC[N+](C)(C)C
    ., -1.5, ., 29
CCN(CC)C(=S)N=P(N(C)C)(N(C)C)C(C)(C)C
    7, -1.2, 0.0, 4
O=C(c1ccccc1)c1cc(Cl)ccc1N1C(=O)C2C3C=CC(C3)C2C1=O (configuration not stated)
    4, -0.1, 0.0, 0
CCC1(CC)C(=O)NC(=O)N(C(=O)c2ccc(Br)cc2)C1=O
    5, -0.6, 0.1, 2
CC1(C)CN=C(Nc2ccc(F)c(Cl)c2)S1
    -17, 1.0, -0.2, -5
CN(C)S(=O)(=O)c1ccc(C(=O)Nc2ccc(Br)cc2C(=O)c2ccccc2Cl)cc1
    3, -0.3, -0.1, 31
Cn1c(=O)n(CC(=O)N2CCC3(CC2)OCCO3)c(=O)c2ccccc21
    -4, 0.9, 0.1, 19
Cc1ccc(-c2nc3ccccc3c(=O)n2-c2cccnc2)cc1
    11, -0.1, -0.7, 14

Remaining list, next part
Below each compound – TEAD-YAP inh, GPR151 activ, FBW7 activator, MITF inh
Cc1nn2c(nc(N3CCCC3)c3ccccc32)c1C=C1C(=O)NC(=S)NC1=O
    4, 0.4, -0.1, -7
CCN(CC)P(=S)(c1c(C)n(CC)c2cccc[n+]12)N(CC)CC
    31, 1.5, -0.1, 11
CN1CCN(Cc2ccc(O)c3ncccc23)CC1
    -5, 0.0, -2.1, 94*
O=C(CCC/C=C\C/C=C\C/C=C\C/C=C\CCCCCO)NCCO
    ., -0.5, ., 1
CC1(C)C(C=C(Cl)Cl)C1C(=O)OC(C#N)c1cccc(Oc2ccccc2)c1 (configuration not stated)
    -4, 2.8, 0.2, 7
CCCC(=O)NC(Oc1ccc(C(C)=O)cc1)C(Cl)(Cl)Cl (configuration not stated)
    -5, 0.9, 0.0, 6
N/C(=N\[N+](=O)[O-])N1CCN(C(=O)c2ccc(Cl)cc2)CC1
    3, -0.8, 0.7, 9
N#CC1=C(N)Oc2c(c(=O)oc3ccccc23)C1c1ccc(OC(=O)c2ccco2)cc1 (configuration not stated)
    7, -1.9, 0.0, 10
COc1cccc(N2C(=O)CC(=O)NC2=O)c1
    2, 0.9, 0.4, 24
CN1CCN(Cc2ccc(N)cc2)CC1
    -5, -0.2, -0.3, 0
Cn1ncc2c1CC1CCC2N1Cc1ccccc1 (configuration not stated)
    -3, 2.3, -0.1, 2
COc1cc(/C=C/c2nc3ccccc3c(=O)n2-c2ccc(C)c(C)c2)ccc1O
    27, -0.5, 0.1, -12
Cn1cc(C(=O)N2CCC3(CC2)OCCO3)c2c3ccccc3n(C)c2c1=O
    0, 0.6, 0.0, -16
O=c1c2ccccc2nc(/C=C/c2ccccc2)n1-c1ccc(F)cc1
    1, -0.6, 0.6, 3
O=C1CSC2N1CCNC21CCCCC1 (configuration not stated)
    6, 0.3, -0.2, -5
CC1C2CCCN2CCN1Cc1ccc(Br)o1 (configuration not stated)
    -1, 0.9, 0.0, -5
C=CCN1C(=O)C2(C(C(=O)OC)=C(N)OC3=C2C(=O)CC(C)(C)C3)c2ccccc21 (configuration not stated)
    6, -0.2, 0.4, 9
O=C(COc1ccccc1)N1CCN(Cc2cccc([N+](=O)[O-])c2)CC1
    8, 0.6, -0.1, 1
Cc1cc(C)cc(-n2c(=S)[nH]c3ccccc3c2=O)c1
    8, 1.8, -0.1, 1
COc1ccc(CC(=O)N2CCN(Cc3nc(-c4ccc(Cl)cc4)cs3)CC2)cc1OC
    61*, 15*, 0.6, 8
CCC(=O)C1=C(C)OC(N)=C(C(=O)OC)C12C(=O)Nc1ccccc12 (configuration not stated)
    3, 3.2, 0.0, -7
CC1CN(c2cc([N+](=O)[O-])ccc2Cl)CC(C)N1 (configuration not stated)
    11, -0.1, 0.1, 8
O=C(Nc1ccccc1)OC1CN2CCC1CC2 (configuration not stated)
    -9, 0.7, -0.1, 1
CC(C)n1cc(C(=O)N(C2CC2)C(C(=O)NC2CCCC2)c2ccccc2)cn1 (configuration not stated)
    -56, 0.1, -0.1, -8
CC(C)CCn1c(=O)c(C(=O)Nc2ccccc2C(N)=O)c(O)c2ccccc21
    -6, -0.6, 0.0, 0
Cc1nc2ccc(I)cc2c(=O)n1-c1ccc(Cl)cc1
    -2, 2.7, 0.0, 4
CCOC(=O)c1c(C)n(CCC2CCCC2)c2c1cc(O)c1ccccc12
    -1, 0.0, -0.1, 8
CC1(C)CC(=O)c2sc(N[N+](=O)[O-])nc2C1
    -13, -0.1, 0.5, 84*
O=C(Nc1cccc(F)c1)c1c(O)c2c(n(Cc3ccccc3)c1=O)CCCC2
    -18, -1.2, 0.1, 13
O=C1CC[C@@]2(O)C3Cc4ccc(O)c5c4[C@@]2(CCN3CC2CC2)[C@H]1O5
    ., -0.7, -0.1, -1

The last five records of the part before open the next one:
Below each compound – TEAD-YAP inh, GPR151 activ, FBW7 activator, MITF inh
Cc1nc2ccc(I)cc2c(=O)n1-c1ccc(Cl)cc1
    -2, 2.7, 0.0, 4
CCOC(=O)c1c(C)n(CCC2CCCC2)c2c1cc(O)c1ccccc12
    -1, 0.0, -0.1, 8
CC1(C)CC(=O)c2sc(N[N+](=O)[O-])nc2C1
    -13, -0.1, 0.5, 84*
O=C(Nc1cccc(F)c1)c1c(O)c2c(n(Cc3ccccc3)c1=O)CCCC2
    -18, -1.2, 0.1, 13
O=C1CC[C@@]2(O)C3Cc4ccc(O)c5c4[C@@]2(CCN3CC2CC2)[C@H]1O5
    ., -0.7, -0.1, -1
COc1ccc(CCNC2CCC(C)CC2)cc1OC (configuration not stated)
    0, -1.3, -0.2, 4
O[C@H]1[C@H]2[C@H](O)CCCN2C[C@H]1O
    -7, -1.1, 0.1, -5
Cc1cc(C=O)c(C)n1Cc1ccccc1
    1, -0.8, -0.1, -1
O=C(Cn1c(-c2cccs2)cc2ccccc21)N1CCC2(CC1)OCCO2
    -3, 0.0, -0.3, -3
Cc1ccc(C)c(NC2=NC(C)(C)CS2)c1
    -10, 2.6, -0.1, -8
COc1ccccc1NC(=S)NC(NC(=O)CF)C(Cl)(Cl)Cl (configuration not stated)
    -7, -0.3, 0.1, 12
C[N+](C)=C/C=C1/C=C(c2ccccc2)OC2(CCCCC2)O1
    7, 3.6, -0.3, -4
COc1ccc(CN2CCN(Cc3ccc(OC)cc3)CC2)cc1
    6, -0.7, -0.1, 14
O=C(O)COCC(=O)N1CCC2(CC1)OCc1cc(F)ccc1O2
    4, -0.6, -0.1, -9
O=C1/C(=C/c2ccncc2)N2CCC1CC2
    2, 1.0, -0.2, 5
Clc1ccc(NC2CN3CCC2CC3)cc1 (configuration not stated)
    -5, 0.2, -0.1, 4
COc1cc(/C=C2/C(O)C3CCN2CC3)ccc1OCc1ccccc1 (configuration not stated)
    -25, 1.2, 0.0, 2
O=Cc1cn(Cc2cccc(F)c2)c2ccccc12
    9, -1.8, 0.6, -4
COc1ccc(-n2c(C)nc3ccc(NC(=O)CC4CCCC4)cc3c2=O)cc1
    5, -0.9, 0.1, 14
